# HttQ103 aggreg = reduces HttQ103-GFP aggregates in PC12 cells. PC12 HttQ103-GFP aggregates, Acumen cytometry, 40 h. hit rate 1.1% among 220,000. Potency, µM (doses to about 46.1 µM), inactives show top-dose activity change, negative = inhibition, usual class: inhibitors; also: potency is read from the fitted curve at half-maximal effect; % is scaled to controls: 0 for no effect and ±100 for the full control effect; nearly all actives have a fitted effect of over 60% in size
#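 Quantitative HTS on tebufenozide-induced (100 nM) PC12 cells stably expressing polyQ103 Huntingtin exon 1–GFP. Reduction of bright GFP aggregates, detected by laser scanning cytometry after lysis, identified actives across the titration.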
# Epigenetic reg = regulators of epigenetic silencing causing reporter derepression in mouse cells. murine LDR cells, GFP reporter derepression, 30 h. Potency, µM (highest dose often 53.9 µM), inactives show at the top dose GFP activation, most hits filed as activators. hit rate 0.2% among 280,000; also: potency is read from the fitted curve at half-maximal effect; % of control where 0% means no effect; nearly all actives have a fitted effect of over 60% in size
#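 Readout is the number of GFP-expressing murine LDR cells, counted by cytometry following washing. Cells were treated with compound for 30 h at 37 C; the stably integrated CMV-GFP locus is normally silent.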
# IMPase Li cell = membrane-permeable IMPase blocker, potentiated with lithium | CHO-M1 cells, IP1 TR-FRET (IP-One), carbachol + lithium | Potency, µM (highest dose often 59.4 µM), for the others: at the top dose activity, negative = IMPase inhibition, hits mostly inhibitors | hit rate 0.35% among 210,000;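 also: IP1 builds up when IMPase is blocked and the TR-FRET signal falls; potency is read from the fitted curve at half-maximal effect; plate controls were basal vehicle for no effect and high inhibitor control for full effect; nearly all actives have a fitted effect of over 50% in size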
#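 Readout is a homogeneous TR-FRET IP1 immunoassay (Ex 320, Em 665 and 620), where raised cytosolic IP1 lowers signal. Cells were CHO-M1 treated 30 min at 37C with test compounds plus a little lithium; AC50 values came from Hill-equation fitting.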
# CBFb-RUNX1 inh = inhibitors of human CBF-beta and RUNX1 interaction | Q01196+Q13951 | AlphaScreen CBFb-His/RUNX1-biotin binding, biochemical | Potency, µM (titrated, usually from 59.8 µM), for inactives: at the highest dose activity, negative = inhibition, most hits filed as inhibitors | 230,000 tested, under 10 active; also: % of control where 0% means no effect
# Target sequence (Q01196 whole entry, looked up): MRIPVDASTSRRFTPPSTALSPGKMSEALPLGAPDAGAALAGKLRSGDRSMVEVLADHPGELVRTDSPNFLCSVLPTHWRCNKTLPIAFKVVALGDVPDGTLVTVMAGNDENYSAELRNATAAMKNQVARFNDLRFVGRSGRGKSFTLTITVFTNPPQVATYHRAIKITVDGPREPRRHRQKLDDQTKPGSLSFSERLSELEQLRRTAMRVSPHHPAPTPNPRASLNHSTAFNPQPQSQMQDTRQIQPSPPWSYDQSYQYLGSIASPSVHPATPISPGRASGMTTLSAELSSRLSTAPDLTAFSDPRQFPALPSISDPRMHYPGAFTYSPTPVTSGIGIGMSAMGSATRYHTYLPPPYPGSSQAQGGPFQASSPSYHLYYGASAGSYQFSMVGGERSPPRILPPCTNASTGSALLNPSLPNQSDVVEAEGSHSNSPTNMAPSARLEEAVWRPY
# Target sequence (Q13951 whole entry, looked up): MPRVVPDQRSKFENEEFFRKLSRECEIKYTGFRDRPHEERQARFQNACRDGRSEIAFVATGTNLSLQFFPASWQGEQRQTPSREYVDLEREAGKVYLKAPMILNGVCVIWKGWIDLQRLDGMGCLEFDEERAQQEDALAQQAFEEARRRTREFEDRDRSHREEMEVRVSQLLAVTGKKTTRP
#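 Inhibition was taken as any reduction in AlphaScreen signal from the CBF-beta–RUNX1 pair (His and biotin tags, 30 nM each), measured after compound (15 min) and bead (90 min) incubations at room temperature.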
# LMNA splice mod = LMNA splicing modulation; HeLa LMNA splicing GFP/RFP minigene ratio, 48 h; Potency, µM (series often up to 46.1 µM), without a hit: at the highest dose ratio change, negative = inhibition, most hits filed as inhibitors; hit rate 0.01% among 200,000; AID 1487; active = well fitted inhibition curve with a large enough effect in the signal ratio, with a control signal flat, not every such curve was filed as active; inconclusive = small, poorly fitted or top-dose-only effect, or effect the other way, or a change in a side signal; the % refers to the signal ratio; also: potency is read from the fitted curve at half-maximal effect; % is scaled to controls: 0 for no effect and ±100 for the full control effect
#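 S3 HeLa stable clones carrying a lamin A-EGFP splicing minigene plus DsRed2 were seeded at 600 cells/well in Opti-MEM with 2% FBS, pin-dosed and incubated 48 h at 37°C. Acumen cytometry (488 nm) gave the GFP/RFP total-intensity ratio.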
# NPSR antag = blocks cAMP signaling of the human neuropeptide S receptor | Q6W5P4 | CHO-NPSR cells, cAMP TR-FRET, antagonist mode | Potency, µM (doses to about 38.3 µM), inactives show at the top dose activity change, negative = inhibition, usual class: inhibitors | hit rate 1% among 220,000; also: potency is read from the fitted curve at half-maximal effect; % is scaled to controls: 0 for no effect and ±100 for the full control effect; nearly all actives have a fitted effect of over 50% in size; many of its hits are not listed in these tables
# Target sequence (Q6W5P4 whole entry, looked up): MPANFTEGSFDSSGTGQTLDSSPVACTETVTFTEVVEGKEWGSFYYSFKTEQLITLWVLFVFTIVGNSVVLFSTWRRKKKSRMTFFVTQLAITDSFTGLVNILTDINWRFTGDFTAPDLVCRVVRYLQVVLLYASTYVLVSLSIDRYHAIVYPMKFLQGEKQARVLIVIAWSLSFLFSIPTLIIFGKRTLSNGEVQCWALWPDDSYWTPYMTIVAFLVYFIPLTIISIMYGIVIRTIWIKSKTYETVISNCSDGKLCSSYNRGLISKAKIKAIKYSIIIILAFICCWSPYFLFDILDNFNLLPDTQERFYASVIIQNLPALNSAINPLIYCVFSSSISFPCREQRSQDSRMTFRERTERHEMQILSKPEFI
# KinaseGlo FLuc = Kinase-Glo luciferase inhibition (counter-screen); Q27757; Kinase-Glo luciferase, ATP luminescence, 8 min; Potency, µM (titrated, usually from 38.3 µM), for the others: at the highest dose activity change, negative = inhibition, hits mostly inhibitors; hit rate 0.28% among 200,000; AID 1379; also: potency is read from the fitted curve at half-maximal effect; % is scaled to controls: 0 for no effect and ±100 for the full control effect; nearly all actives have a fitted effect of over 60% in size
#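 Inhibition of Kinase-Glo luciferase light generation was assessed at 10 uM ATP in pH 7.2 imidazole buffer, with luminescence measured after eight minutes at ambient temperature.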
# The depositor's hits bear a star; u = inconclusive; x = no result given; [ ] = remark or other dose. Unless noted, calls follow the shape of the dose curve; as a rule, active = well fitted curve in the direction sought with a large enough effect; inconclusive = small, poorly fitted or top-dose-only effect, or another doubt; inactive = no such curve, though single readings can be large; an effect the other way counts as inactive or inconclusive.
SMILES,HttQ103 aggreg,Epigenetic reg,IMPase Li cell,CBFb-RUNX1 inh,LMNA splice mod,NPSR antag,KinaseGlo FLuc
FC(F)(F)c1cnc(Oc2ccc(-c3nnco3)cc2)c(Cl)c1,u,2.9%,22%[38.3 µM],-2%,u,-27%[46.1 µM],12%
COC(=O)c1sccc1NC(=S)Nc1ccc(F)cc1,5%,2.3%,8%,0%,u,3%,-5%
O=C(COc1cc(Cl)c(Cl)cc1Cl)NC(=O)Nc1ccc2c(c1)OCCO2,9%,0.0%,9%,6%,-13%,-39%,1%
CCOC(=O)C1CCCN(C(=S)Nc2cc(C)cc(C)c2)C1 (stereo not drawn),5%,-5.8%,2%[38.3 µM],-1%,7%,-3%[46.1 µM],-3%
CCN1CCN(Cc2ccccc2NC(=O)Nc2ccc(C)cc2)CC1,-19%,1.1%,36%[activator][38.3 µM],9%,-11%,-16%[46.1 µM],-1%
CN(Cc1ccccc1)C(=S)Nc1cccnc1,3%,-1.1%,-14%,5%,u,2%,3%
N[C@](CC1c2ccccc2Oc2ccccc21)(C(=O)O)[C@@H]1C[C@@H]1C(=O)O,x,-0.2%,12%,7%[21.7 µM],x,x,2%
COC(=O)c1cccnc1-n1c(=O)c2cccnc2n(Cc2ccc([N+](=O)[O-])cc2)c1=O,-14%,-1.4%,3%,-17%,u,-1%,4%
CCCCn1c(N)nc2ccccc21,-6%,-0.1%,39%[activator][38.3 µM],-1%,0%,-18%[46.1 µM],-1%
COC(=O)C1ON2OC(C(=O)OC)C(C(=O)OC)C2C1CC(C)=O (stereo not drawn),-17%[9.22 µM],0.8%,-4%[38.3 µM],1%,-2%,-4%[46.1 µM],-1%
C=CCn1c(SCC(=O)Nc2ccc3c(c2)OCO3)nc2ccccc2c1=O,-15%,2.4%,24%[38.3 µM],2%,6%,u,1%
COc1ccc(N2C(=O)CN(Cc3cc(OC)c(OC)c(OC)c3)C2=S)cc1,u,-0.3%,-6%,-2%,x,25%,2%
COc1ccc(NS(=O)(=O)c2ccc(N/N=C(\C)c3ccncc3)c([N+](=O)[O-])c2)cc1,0%,-0.9%,-7%,-2%,u,-13%,-1%
COc1cc(S(=O)(=O)n2cnc(C)c2)ccc1Cl,9%[9.22 µM],-0.3%,10%,-2%,12%[46 µM],5%,4%
CSc1nc(-c2ccccc2)nn1C(=O)c1ccccc1,-21%,-1.2%,-2%[38.3 µM],-1%,0%,1%[46.1 µM],-1%
Cc1cc(C(=O)c2cnc(/N=C/N(C)C)s2)cc(C)c1O,10%,0.0%,-8%[38.3 µM],5%,-7%,-11%[46.1 µM],2%
CCC(C)C(=O)Nn1c(C2CC2)nc2cc(OC)c(OC)cc2c1=O (stereo not drawn),-12%,1.8%,-2%,1%,-2%[46 µM],0%,-3%
Cc1c(NC(=O)c2nn3c(c2Br)NC(c2ccccc2)CC3C(F)(F)F)c(=O)n(-c2ccccc2)n1C (stereo not drawn),1%,-1.8%,-5%,7%,5%,4%,2%
CCOc1ccc(CN2CCC(=O)NC2=O)cc1,7%,-2.6%,x,-3%,-1%,-5%[46.1 µM],x
NC(=S)N/N=C/c1cccc(Br)c1,-3%,0.9%,5%,0%,37%[46 µM],1%,2%
COc1ccccc1/C=C/C=NC1C(=O)N(c2ccccc2)[N+](C)=C1C (stereo not drawn),-8%[9.22 µM],0.0%,x,3%,x,-11%,x
N/C(COc1ccc(Cl)cc1Cl)=N\NS(=O)(=O)c1ccccc1,23%,1.5%,-6%[38.3 µM],7%,-5%,u,3%
O=C(c1c(F)cccc1F)N1CCC(n2nnc3cc(C(F)(F)F)ccc32)CC1,-17%[9.22 µM],2.5%,2%,-5%,u,15%,0%
Cc1nc2c(C#N)cnn2c2c1CCN(Cc1ccccc1)N2C,7%,-0.1%,9%,-1%,x,-22%,1%
Cc1ccccc1NC(=O)CSCC(=O)Nc1ccccc1C,9%,0.0%,11%[38.3 µM],0%,8%,-2%[46.1 µM],18%

# Overlap with the part before: five compounds, then new ones.
SMILES,HttQ103 aggreg,Epigenetic reg,IMPase Li cell,CBFb-RUNX1 inh,LMNA splice mod,NPSR antag,KinaseGlo FLuc
COc1ccccc1/C=C/C=NC1C(=O)N(c2ccccc2)[N+](C)=C1C (stereo not drawn),-8%[9.22 µM],0.0%,x,3%,x,-11%,x
N/C(COc1ccc(Cl)cc1Cl)=N\NS(=O)(=O)c1ccccc1,23%,1.5%,-6%[38.3 µM],7%,-5%,u,3%
O=C(c1c(F)cccc1F)N1CCC(n2nnc3cc(C(F)(F)F)ccc32)CC1,-17%[9.22 µM],2.5%,2%,-5%,u,15%,0%
Cc1nc2c(C#N)cnn2c2c1CCN(Cc1ccccc1)N2C,7%,-0.1%,9%,-1%,x,-22%,1%
Cc1ccccc1NC(=O)CSCC(=O)Nc1ccccc1C,9%,0.0%,11%[38.3 µM],0%,8%,-2%[46.1 µM],18%
CS(=O)(=O)N(CCc1ccccc1)CC(=O)Nc1ccccc1,-16%,-9.5%,3%,15%,-5%,9%,1%
COc1ccc(-c2nc(-c3ccccn3)ncc2S(C)(=O)=O)cc1,-5%,-0.4%,-10%,-22%,16%[46 µM],3%,0%
c1ccc(OCCn2c(-c3ccco3)nc3ccccc32)cc1,-12%,-0.4%,-7%[38.3 µM],-9%,5%,-19%[46.1 µM],2%
CCCOc1ccc([C@@H]2C3CN(C(=O)OCC)CC=C3C(C#N)=C(N)C2(C#N)C#N)cc1OC (stereo partly drawn),27%,-0.9%,-6%,1%,0%,-14%[46.1 µM],4%
O=C1COc2ccc(C(=O)CSc3nnc(Cc4cccs4)n3-c3ccc(Cl)cc3)cc2N1,u,0.9%,1%[38.3 µM],-10%,26%,-21%[46.1 µM],2%
COc1cccc(NC(=O)N2CCCC2C(=O)NCc2ccccc2F)c1 (stereo not drawn),-10%[9.22 µM],2.9%,2%,-3%,-1%[46 µM],-19%,-1%
OCC(O)CSc1nc(-c2ccccc2)nc2c1CCC2 (stereo not drawn),15%,-1.1%,4%,2%,-19%,21%,1%
CCCCCCn1c(=O)[nH]c2nc3cc(N)c(C)cc3nc2c1=O,3%,-2.9%,-1%,-18%,12%,-26%,-7%
O=C(NCC1CCCO1)/C(=C\c1ccco1)NC(=O)c1ccc(Cl)cc1 (stereo not drawn),38%[9.22 µM],0.0%,-9%,3%,x,-6%,5%
Cc1sc2nc(CN(C(=O)NC3CCCCC3)C3CCCC3)[nH]c(=O)c2c1C,-17%,0.0%,8%,8%,-9%,u,5%
CC(C)N(Cc1nc(-c2ccc(Cl)cc2)no1)Cc1nccn1C,-4%[9.22 µM],0.9%,23%,-2%,x,-27%,3%
CC1(C)CC(=O)C(N=Nc2cc(S(=O)(=O)N3CCOCC3)ccc2Cl)=C(O)C1,2%[9.22 µM],1.1%,x,u,x,-10%,x
COc1cc(-c2nc(S(=O)(=O)c3ccc(C)cc3)c(N(C)C)o2)cc(OC)c1OC,x,-3.0%,12%[38.3 µM],7%,12%,-17%[46.1 µM],-1%
O=C(O)CN1C(=O)C2C3CC(C2C1=O)C1C(c2ccc(F)cc2)c2sc(=O)[nH]c2SC31 (stereo not drawn),-3%,0.1%,7%,6%,x,10%,-1%
N/C(=N\OC(=O)c1cc(-c2ccccc2)nc2ccccc12)c1cccnc1,6%,3.8%,3%,-15%,-1%,-2%,-18%
Cc1ccccc1-n1c(-c2ccncc2)n[nH]c1=S,1%,0.0%,13%[38.3 µM],2%,-8%,-7%[46.1 µM],-2%
O=C(CC(c1ccccc1)c1cc(Br)ccc1O)N1CCCCC1 (stereo not drawn),8%[9.22 µM],-2.0%,x,-4%,x,-12%,x
CC(=O)c1cccc(NC(=O)C2CCN(S(=O)(=O)c3cccs3)CC2)c1,-4%[9.22 µM],-3.6%,-7%[38.3 µM],-2%,2%,-13%[46.1 µM],1%
Cc1ccc(-n2c(SCC(=O)N3CCOCC3)nnc2-c2cccnc2)cc1,14%,0.9%,5%[38.3 µM],3%,10%,-5%[46.1 µM],-3%
CC(=O)Nc1ccc(C(=O)N/N=C/C2CC3C=CC2C3)cc1 (stereo not drawn),8%,0.0%,0%,3%,x,7%,0%
O=C(NC1CCCCCC1)C(=S)NCCc1ccccc1,12%,2.0%,4%,5%,x,-46%,-1%
CCOC(=O)c1cnc(-n2nc(C)cc2C)[nH]c1=O,-6%[9.22 µM],0.1%,x,u,x,5%,x
O=C(NC(=S)N1CCOCC1)c1cc2ccccc2o1,-12%[9.22 µM],1.0%,1%,-2%,x,-16%,-25%
O=C(/C=C/c1ccccc1[N+](=O)[O-])NCCc1ccc(F)cc1,-2%,-0.4%,1%,20%,x,-15%,-3%
CCCC(=O)NCCCc1nc2ccccc2n1CCC,-11%,-3.0%,8%[38.3 µM],2%,0%,-4%[46.1 µM],-3%
# (listing goes on)
SMILES,HttQ103 aggreg,Epigenetic reg,IMPase Li cell,CBFb-RUNX1 inh,LMNA splice mod,NPSR antag,KinaseGlo FLuc
Cc1ccc(C)n1-c1cc(S(=O)(=O)N2CCOCC2)ccc1N1CCCC1,20%,-3.1%,-10%[38.3 µM],-21%,5%,-12%[46.1 µM],-5%
O=C(c1ccccc1)c1ccc(OCC(=O)N2CCOCC2)cc1,13%,0.0%,5%,-1%,-9%[46 µM],3%,-6%
O=C(COc1ncnc2c(Cl)cc(Cl)cc12)Nc1cc([N+](=O)[O-])ccc1Cl,17%,2.2%,-1%,9%,-18%,-5%,2%
CCC(=O)c1cc2c(C)cc(=O)oc2c(C)c1O,-14%,1.1%,3%[38.3 µM],1%,6%,-1%[46.1 µM],-8%
COc1ccc(C(O)Cn2c(=N)n(CCCN(C)C)c3ccccc32)cc1 (stereo not drawn),-15%,2.8%,-2%[38.3 µM],1%,-12%,4%[46.1 µM],-4%
O=C(CCCN1C(=O)/C(=C/c2cccs2)SC1=S)NNC(=O)c1ccc(F)cc1,u,5.6%,0%,11%,-5%,-6%,1%
N/C(CC(=O)NCCOc1ccccc1)=N\O,-6%,0.0%,-6%[38.3 µM],1%,2%,-3%[46.1 µM],1%
Cc1ccc2[nH]cc(C(=O)CN3CCOCC3)c2c1,11%,0.0%,-4%[38.3 µM],1%,1%,-2%[46.1 µM],0%
Nc1nc(C23CC4CCC(CC(C4)C2)C3)cs1,33%,0.2%,-20%,-3%,0%,-13%,15%

# These rows are one share of the data, so the mix of outcomes need not match the whole.
